Assay outcomes: PubChem BioAssay, Sanford-Burnham Center for Chemical Genomics
CCR6 antag: CCR6 (human) receptor antagonism; hit rate 0.49% among 340,000; inhibition, % at 20 µM; CHO-K1 CCR6 PathHunter beta-arrestin, luminescence, CCL20-stimulated; P51684;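 active = compounds whose inhibition of the agonist-driven luminescence signal at 20 µM reaches about 50%, limit read from the data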;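 note: cells stimulated with CCL20 at 14 nM final; plate controls were DMSO with CCL20 for no effect and DMSO without agonist for full effect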
Target sequence (P51684 whole entry, looked up): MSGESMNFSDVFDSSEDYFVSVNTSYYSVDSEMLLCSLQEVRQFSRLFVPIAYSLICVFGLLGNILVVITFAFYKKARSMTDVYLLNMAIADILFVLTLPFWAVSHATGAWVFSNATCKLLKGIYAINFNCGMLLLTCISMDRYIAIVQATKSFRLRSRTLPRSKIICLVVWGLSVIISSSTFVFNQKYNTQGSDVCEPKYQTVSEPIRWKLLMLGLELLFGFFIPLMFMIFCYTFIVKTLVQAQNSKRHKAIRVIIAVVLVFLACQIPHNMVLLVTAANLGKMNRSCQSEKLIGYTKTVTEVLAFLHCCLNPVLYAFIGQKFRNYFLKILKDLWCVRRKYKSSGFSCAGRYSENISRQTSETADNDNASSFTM
Jurkat NFkB inh: lowers PMA/ionomycin-induced NF-kB signal in Jurkat cells | PMA/ionomycin-induced NF-kB luciferase reporter, luminescence | inhibition, % at 4 µM | hit rate 0.53% among 330,000 | AID 435003
UBC13 inh: blocks human UBC13 polyubiquitin chain formation; TR-FRET; inhibition, % at 20 µM; hit rate 0.47% among 330,000; AID 485273; in the data active = inhibition above about 45%, passing the limit was not always enough
Target sequence (P61088 whole entry, looked up): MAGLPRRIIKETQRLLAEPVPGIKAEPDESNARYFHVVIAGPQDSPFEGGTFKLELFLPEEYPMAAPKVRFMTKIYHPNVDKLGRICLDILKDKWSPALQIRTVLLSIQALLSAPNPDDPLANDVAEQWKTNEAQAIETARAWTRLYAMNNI
EBI2 block: EBI2 (human) antagonism; P32249; EBI2 beta-arrestin recruitment, luminescence, 7a,25-OHC stimulated; inhibition, % at 5 µM; hit rate 0.81% among 360,000; AID 651636; in the data active = inhibition above about 38%;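 note: enzyme fragment complementation signal reports receptor beta-arrestin coupling in cells; 0% = agonist plus DMSO wells and 100% = wells without agonist; some results beyond the cut were filed as inactive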
Target sequence (P32249 whole entry, looked up, the tested form may be a part): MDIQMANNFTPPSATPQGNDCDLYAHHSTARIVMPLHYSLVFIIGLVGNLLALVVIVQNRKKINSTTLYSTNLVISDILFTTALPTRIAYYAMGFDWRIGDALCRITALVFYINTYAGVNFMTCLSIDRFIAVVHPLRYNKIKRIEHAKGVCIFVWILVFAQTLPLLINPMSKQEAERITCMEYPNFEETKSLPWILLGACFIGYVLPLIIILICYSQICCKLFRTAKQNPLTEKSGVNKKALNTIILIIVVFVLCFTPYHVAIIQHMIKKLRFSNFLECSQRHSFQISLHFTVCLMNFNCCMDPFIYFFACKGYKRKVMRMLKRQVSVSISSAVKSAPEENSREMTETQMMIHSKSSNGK
SENP8 inh: blocks the human protease SENP8; Q96LD8; purified SENP8, Z-RLRGG-aminoluciferin cleavage, luminescence; inhibition, % at 10 µM; hit rate 1.2% among 330,000; AID 2540
697 NFkB inh: lowers PMA/ionomycin-induced NF-kB signal in 697 B cells. 697 B-cell NF-kB luciferase reporter, 16 h. inhibition, % at 4 µM. hit rate 0.33% among 330,000; in the data active = inhibition above about 35%
Gli-Sufu block: blocks Gli-Sufu signaling in a luciferase reporter | inhibition, % at 5 µM | Sufu-KO-LIGHT fibroblasts, Gli luciferase reporter luminescence | hit rate 0.74% among 340,000;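 active = inhibition above about 55%, limit read from the data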;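 note: 0% = DMSO-treated cells and 100% = wells with medium but no cells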
Apaf-1 inh: human Apaf-1 inhibition; O14727; reconstituted apoptosome caspase-3 activity, DEVD-Rh110 fluorescence; inhibition, % at 20 µM; hit rate 0.71% among 330,000; AID 489030; active = inhibition of at least 40% at 20 µM;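 note: plate controls were DMSO wells for no effect and DEVD-CHO caspase inhibitor wells for full effect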
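Material: reconstituted apoptosome with Apaf-1, cytochrome c, caspase-9, procaspase-3, dATP / Buffer or medium: pH 7.5 Hepes buffer with CHAPS, BSA, DTT / Also added: cytochrome c with DEVD-Rh110 / Schedule: compound with Apaf-1, dATP, procaspase-3 30 min, then 50 min reaction, room temperature / Technique: rhodamine 110 fluorescence at Ex 480/Em 540 nm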
The depositor's hits bear a star; . = no result given. Cut-off read from the data, not from the text of the source, unless noted: active = inhibition above about 50%; inactive = the rest. Only part of the results is shown; the hit share may differ from the screen's.

SMILES | CCR6 antag | Jurkat NFkB inh | UBC13 inh | EBI2 block | SENP8 inh | 697 NFkB inh | Gli-Sufu block | Apaf-1 inh
Cc1nn(CC(=O)Nc2cccc(C(F)(F)F)c2)c(=O)c2cccn12 | 11.3 | 3.5 | 2.0 | 6.7 | -0.6 | -4.4 | -11.0 | -0.5
CCn1c(N)[n+](CC(=O)Nc2ccc(SC(F)F)cc2)c2ccccc21 | -3.4 | 6.1 | 13.1 | -15.5 | 0.9 | -5.9 | 5.5 | -22.8
Cc1cc(Br)ccc1NC(=S)NCCc1ccccc1 | 8.0 | 4.9 | 2.9 | 11.7 | 5.3 | 10.1 | 4.1 | 15.8
CC1SC(c2ccccc2Cl)NC1=O (stereo not drawn) | 13.2 | -2.4 | -0.5 | 2.6 | 0.2 | 30.1 | -4.8 | -24.4
CCCCCCc1c(C)c2ccc(OCC(=O)N3CCC[C@H]3C(=O)O)c(C)c2oc1=O | 7.0 | -12.6 | -22.6 | 0.0 | -6.7 | -9.8 | -2.0 | 0.0
COc1ccc(C2CC(C(F)(F)F)n3nc(C(=O)NCCN4CCOCC4)cc3N2)cc1 (stereo not drawn) | 1.0 | -0.6 | 1.4 | -1.5 | 6.3 | 8.7 | 3.2 | 1.0
CCOC(=O)c1c(CSc2ccccc2)oc2ccc(O)cc12 | 19.1 | 5.9 | 12.3 | 9.6 | -1.2 | -29.2 | -0.3 | 19.6
CC(CC(=O)Nc1cc([N+](=O)[O-])ccc1Cl)c1ccccc1 (stereo not drawn) | 9.6 | 3.5 | -1.1 | 16.1 | 5.3 | 6.6 | -3.5 | 1.7
COc1ccc(CNC(=O)c2cc(SC)ccc2Cl)cc1OC | -5.5 | -1.5 | -2.8 | 3.3 | -0.5 | -16.3 | 5.6 | -1.5
CN1C2CCC1/C(=C\c1ccccc1)C(=O)/C2=C\c1ccccc1 | 9.0 | 16.2 | -3.8 | 24.9 | 3.4 | -95.6 | 16.7 | 27.0
Cc1ccc2nc(CSc3nnc4ccccn34)cc(=O)n2c1 | 2.2 | 10.3 | -9.6 | -5.2 | -4.2 | 5.7 | -15.2 | -8.5
O=C(CSc1nc2ccccc2o1)N1CCN(c2ccccc2)CC1 | 22.1 | -3.3 | 2.6 | 10.0 | 0.2 | 12.3 | -2.7 | 5.0
CC(=O)Nc1cccc(NS(=O)(=O)c2ccccc2[N+](=O)[O-])c1 | 13.2 | -16.5 | -0.8 | -10.3 | 2.4 | 21.3 | -3.4 | 7.9
Cc1ccc(NC(=S)/C(=C(\[O-])c2ccc(C)c([N+](=O)[O-])c2)[n+]2ccccc2)cc1C | . | -28.7 | -4.8 | . | 3.8 | -55.1 | . | 11.7
COc1ccc(Cl)cc1NS(=O)(=O)c1cccc(C(=O)NCC(c2ccco2)N(C)C)c1 (stereo not drawn) | 9.1 | -1.1 | -2.8 | 2.6 | -6.6 | -21.0 | 7.7 | 10.1
O=C(Nc1cc(S(=O)(=O)N2CCOCC2)ccc1-n1cncn1)c1ccc(Cl)cc1 | 5.7 | -0.1 | -4.8 | -1.8 | -14.6 | 7.3 | -32.8 | 2.3
CC1CCN(C(=O)c2ccc(N3C(=O)C4CCC(C)CC4C3=O)cc2)CC1 (stereo not drawn) | -1.4 | 5.9 | -4.4 | -8.2 | 1.8 | 7.3 | 3.9 | -3.9
O=C1C2C3C=CC([C@@H]2C(=O)N1C1CC1)[C@H]1C(=O)N(C2CC2)C(=O)C31 (stereo partly drawn) | 0.0 | -4.4 | -7.2 | -4.2 | -4.8 | 17.0 | -4.2 | -8.9
Cc1ccc(-c2noc(C3CCN(C(=O)Nc4ccc(C#N)cc4)CC3)n2)o1 | 0.5 | 0.0 | 10.3 | 11.1 | -0.5 | 4.3 | 15.1 | 2.2
COc1ccc(N2C(=O)CC(N3CCOCC3)C2=O)cc1 (stereo not drawn) | -5.9 | -0.5 | 0.3 | 0.7 | -5.3 | 7.5 | 2.2 | -11.3
CCC1Oc2ccccc2N(Cc2ccccc2C)C1=O (stereo not drawn) | -1.9 | -0.8 | 18.6 | 11.9 | 3.4 | 6.9 | 2.0 | -5.1
CC(CCc1ccccc1)NC(=O)CN1C(=O)NC2(CCCCC2)C1=O (stereo not drawn) | 4.5 | -17.7 | -4.2 | 10.0 | -5.2 | 10.4 | -13.6 | -0.7
CCC(C)NC(=O)C(Cc1ccccc1)n1cccc1 (stereo not drawn) | 17.3 | 11.3 | -0.7 | 0.8 | -0.5 | -2.3 | 1.0 | 4.2
Cc1ccc(Cc2c[nH]c(=S)s2)cc1 | -14.6 | -4.9 | -1.9 | -2.4 | -6.3 | -7.6 | -7.5 | -1.5
CCOc1ccc(NC(=O)COc2ccccc2)c([N+](=O)[O-])c1 | 5.1 | -47.8 | -10.0 | -6.2 | -2.8 | -25.2 | -5.4 | 10.6
COc1ccc(CC(=O)NCc2ccc(-n3cccc3)cc2)cc1OC | 15.6 | 55.0* | 5.5 | -4.5 | 1.9 | -48.1 | -7.2 | 0.8
Fc1cccc(Cc2noc(CN3CCN(c4cnccn4)CC3)n2)c1 | 10.3 | 5.9 | 1.0 | 10.6 | -0.3 | 19.2 | 9.5 | -2.5
COc1ccc(OC)c(NC(=O)C2CCN(S(=O)(=O)c3c(C)noc3C)CC2)c1 | 7.0 | 7.2 | 2.7 | 13.4 | -2.0 | 13.5 | 94.1* | 1.1
OC(CN1CCOCC1)(c1ccccc1)c1ccccn1 (stereo not drawn) | 10.1 | -14.5 | -6.8 | -3.1 | -11.5 | 10.4 | 18.7 | 3.6
COc1cc(NC(=O)CSCc2ccccc2)c(C(=O)O)cc1OC | -8.8 | -23.5 | -8.9 | -10.9 | -0.2 | -18.2 | -10.6 | -7.4
c1ccc(Nc2cc(-c3ccccc3)nc3ncnn23)cc1 | 16.9 | 14.1 | 10.9 | 6.4 | 3.2 | 27.9 | 0.4 | -4.7
Cc1ccc(S(=O)(=O)N2CCN(C(C)C(=O)Nc3ccccc3-c3ccccc3)CC2)cc1 (stereo not drawn) | -3.3 | -2.2 | 0.0 | -15.2 | 1.2 | 9.0 | 2.1 | 22.3
Cc1ccc(C2=NNC(c3cccc(F)c3)S2)cc1 (stereo not drawn) | 23.2 | -167.0 | -7.1 | 6.5 | 86.8* | -233.0 | -83.4 | 2.8
CN1C(=O)NC(NC(=O)c2cccs2)(C(F)(F)F)C1=O (stereo not drawn) | -1.6 | 21.7 | 3.4 | -8.5 | 3.4 | 23.8 | 6.3 | 9.9
C=CCOc1ccc(C2OC34CCCCC3C(C#N)(C#N)C2(C#N)C(=N)O4)cc1 (stereo not drawn) | -1.8 | -10.0 | 7.1 | -5.2 | 6.9 | 30.2 | 8.3 | 4.2
CC(NC(=O)CN(C)S(=O)(=O)c1ccc(F)cc1)C1CC2CCC1C2 (stereo not drawn) | 3.6 | -2.3 | 1.6 | -6.5 | -1.5 | -3.9 | 1.2 | 13.5
CCN1CCN(c2cc(C)c3cc(NC(=O)c4cccc(OC)c4)ccc3n2)CC1 | 7.4 | -20.4 | 11.6 | 18.0 | -4.8 | -1.4 | -8.6 | -2.4
CCOC(=O)COc1cccc2c(=O)n(CC(=O)NCc3ccc4c(c3)OCO4)ccc12 | -3.1 | 42.3 | 2.8 | -2.0 | -7.8 | -39.4 | 5.8 | -0.7
CCN(CC)CCCNC(=O)C(C)n1c2ccccc2c2nc(=O)cc(C)n21 (stereo not drawn) | 4.8 | -1.5 | -4.2 | 3.9 | -4.1 | -41.5 | 3.9 | -8.6
COc1ccc(NC(=S)Nn2cnnc2)c(OC)c1 | 1.7 | -5.9 | -8.3 | 1.0 | -3.5 | 0.5 | 0.3 | -2.1
CC(C)(C)c1ccccc1NC(=O)c1cccnc1 | 4.0 | 7.7 | -3.4 | 8.5 | -7.5 | 4.3 | 4.2 | -6.0
CC(C)c1ccccc1NC(=O)c1ccco1 | 7.5 | -18.6 | -3.0 | -5.1 | -11.2 | -12.3 | 1.4 | 1.5
N#Cc1ccccc1S(=O)(=O)N1CCN(C(=O)CN2C(=O)NC3(CCCC3)C2=O)CC1 | 15.1 | 1.3 | -2.0 | -10.4 | 15.1 | 11.9 | -11.3 | -0.4
CCCCCCNCc1ccc(Br)cc1 | 7.3 | -0.9 | -1.6 | 3.9 | -8.8 | 7.0 | 6.3 | -9.2
COc1ccc(-c2oc(NC(=O)c3ccc(C)cc3)c(C#N)c2-c2ccc(OC)cc2)cc1 | 20.8 | -25.4 | -7.6 | 29.2 | 3.8 | -4.5 | -8.3 | 6.0
CCOc1ccccc1NC(=O)COn1nnc2ccccc21 | -12.8 | -11.3 | 5.0 | -16.0 | -3.0 | -16.5 | 1.1 | -1.0
COc1cc2c(cc1OC)C(c1cc(OC)c(OC)c(OC)c1)NCC2 (stereo not drawn) | -2.2 | -7.6 | -1.9 | -3.5 | -0.4 | -4.0 | 1.2 | 1.9
Cc1ccc(SCC(=O)N2CCOCC2)cc1 | -4.2 | -17.0 | 7.0 | 7.1 | 2.7 | -10.9 | -17.8 | 3.5
O=C(CCl)NN1C(=O)NC2(CCCCC2)C1=O | -14.7 | 3.7 | 0.4 | -4.0 | 4.3 | 14.7 | 0.4 | -12.2
O=C(Cn1nnnc1CN1CCOCC1)N1CCC(c2cccc(Cl)c2)C1 (stereo not drawn) | 12.6 | -3.8 | 3.0 | 1.7 | -7.9 | -9.9 | 7.2 | 8.3
Additional structures:
SMILES | CCR6 antag | Jurkat NFkB inh | UBC13 inh | EBI2 block | SENP8 inh | 697 NFkB inh | Gli-Sufu block | Apaf-1 inh
O=C(O)CC(c1ccccc1)n1cccc1 (stereo not drawn) | 10.8 | -15.7 | -10.5 | -0.8 | -7.8 | -8.1 | 2.6 | 5.9
Cn1ccnc1CC(O)(c1ccccc1)c1ccccc1 | 11.2 | 3.0 | -0.5 | -1.8 | -6.2 | 15.3 | 10.1 | -16.9
O=C(Cc1ccccc1)N1CCCC1c1ccccc1 (stereo not drawn) | 1.9 | 4.0 | 10.5 | -4.0 | 4.3 | 19.4 | 1.8 | -11.9
O=C(C[C@H]1C[C@H](C(=O)N2CCOCC2)[C@@]2(CCC3CCCC3)c3[nH]c4cc(-c5ccco5)ccc4c3CCN2C1=O)NCc1ccco1 | 19.0 | . | . | 10.2 | . | -6.3 | 1.4 | 22.8
COc1ccc(/C=C2/C(=O)C(C)(C(C)C)CCC2C)cc1 (stereo not drawn) | 15.9 | -14.3 | -10.3 | 10.3 | 32.8 | 11.7 | 20.9 | 7.9
O=C(NCc1ccccc1)c1ccccc1C(=O)c1ncc[nH]1 | 13.4 | 15.4 | 3.9 | -17.6 | -1.6 | 4.3 | -0.3 | -1.2
S=C(Nc1cccnc1)N1CCc2ccccc21 | 3.7 | -2.8 | 3.7 | 8.2 | 0.2 | -14.1 | 0.1 | 1.7
CC(=O)N1CCN=C1SCc1cccc(C)c1 | 4.8 | -5.0 | -0.3 | 12.0 | 0.0 | -10.6 | 4.8 | -14.8

Reprinted from the results shown for reference:
SMILES | CCR6 antag | Jurkat NFkB inh | UBC13 inh | EBI2 block | SENP8 inh | 697 NFkB inh | Gli-Sufu block | Apaf-1 inh
O=C(C[C@H]1C[C@H](C(=O)N2CCOCC2)[C@@]2(CCC3CCCC3)c3[nH]c4cc(-c5ccco5)ccc4c3CCN2C1=O)NCc1ccco1 | 19.0 | . | . | 10.2 | . | -6.3 | 1.4 | 22.8
COc1ccc(/C=C2/C(=O)C(C)(C(C)C)CCC2C)cc1 (stereo not drawn) | 15.9 | -14.3 | -10.3 | 10.3 | 32.8 | 11.7 | 20.9 | 7.9
O=C(NCc1ccccc1)c1ccccc1C(=O)c1ncc[nH]1 | 13.4 | 15.4 | 3.9 | -17.6 | -1.6 | 4.3 | -0.3 | -1.2
S=C(Nc1cccnc1)N1CCc2ccccc21 | 3.7 | -2.8 | 3.7 | 8.2 | 0.2 | -14.1 | 0.1 | 1.7
CC(=O)N1CCN=C1SCc1cccc(C)c1 | 4.8 | -5.0 | -0.3 | 12.0 | 0.0 | -10.6 | 4.8 | -14.8
